UHRF1 MBD2 ctr: human UHRF1 methylated DNA binding inhibitors; Q96T88; UHRF1 binding to methylated oligo, TR-FRET; inhibition, % at 4.4 µM; 370,000 tested, 0.75% active; AID 687016; in the data active = inhibition above about 21%;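 note: UHRF1 SRA domain binding a hemimethylated CpG hairpin DNA probe; 0% = median of test compound wells and 100% = reference inhibitor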
rCAG binder: r(CAG) repeat RNA binding; inhibition, % at 3 µM; 370,000 tested, 1.3% active; TO-PRO-1 dye displacement fluorescence;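 active = inhibition above the plate cutoff, the mean of all test compounds on that plate plus 3 SD, cut at about 35% in these data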;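 note: 0% = DMSO alone and 100% = 100 µM mitoxantrone as full dye displacement; higher means more dye released from RNA so lower well fluorescence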
LEDGF integ inh: blocks HIV-1 LEDGF/p75-dependent DNA integration. TR-FRET IN-LEDGF/p75 DNA integration, Eu/Cy5. inhibition, % at 3.7 µM. 370,000 tested, 0.64% active;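 active = inhibition above the screen-wide mean plus 3 SD, cut at about 13% in these data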;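 note: signal is the Cy5 over europium emission ratio at 671 and 618 nm; 0% = plate median of compound wells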
PRMT1 inh: blocks human protein arginine methyltransferase 1. recombinant PRMT1, activity-based probe fluorescence polarization. inhibition, % at 2.79 µM. Q99873. 370,000 tested, 1.3% active;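 active = inhibition above about 21% made by adding two undisclosed values, limit read from the data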
Target sequence (Q99873 whole entry, looked up): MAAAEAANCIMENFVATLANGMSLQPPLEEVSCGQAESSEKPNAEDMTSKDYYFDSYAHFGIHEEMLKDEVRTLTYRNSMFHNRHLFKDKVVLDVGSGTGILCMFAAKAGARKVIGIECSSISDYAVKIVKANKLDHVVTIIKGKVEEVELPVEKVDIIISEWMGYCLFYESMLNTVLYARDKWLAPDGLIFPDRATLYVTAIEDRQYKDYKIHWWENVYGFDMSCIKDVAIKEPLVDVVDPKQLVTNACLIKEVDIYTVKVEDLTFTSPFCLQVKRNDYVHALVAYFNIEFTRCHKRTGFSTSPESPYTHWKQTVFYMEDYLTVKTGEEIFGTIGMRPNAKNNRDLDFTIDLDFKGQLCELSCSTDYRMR
PG9 binder: small molecules binding HIV-1 gp120 antibody PG9; 360,000 tested, 0.43% active; inhibition, % at 6.7 µM; AID 624416; TR-FRET gp120-PG9 antibody binding; in the data active = inhibition above about 8.5%
ABHD4 inh: inhibitors of mouse ABHD4 | AID 720543 | inhibition, % at 8.92 µM | Q8VD66 | 370,000 tested, 0.54% active | purified mABHD4, FP-Rh probe fluorescence polarization;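 active = inhibition exceeding the mean over every tested compound plus 3 SD, cut at about 30% in these data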;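 note: 0% = plate median of compound wells and 100% = S159A mutant with DMSO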
Target sequence (Q8VD66 whole entry, looked up): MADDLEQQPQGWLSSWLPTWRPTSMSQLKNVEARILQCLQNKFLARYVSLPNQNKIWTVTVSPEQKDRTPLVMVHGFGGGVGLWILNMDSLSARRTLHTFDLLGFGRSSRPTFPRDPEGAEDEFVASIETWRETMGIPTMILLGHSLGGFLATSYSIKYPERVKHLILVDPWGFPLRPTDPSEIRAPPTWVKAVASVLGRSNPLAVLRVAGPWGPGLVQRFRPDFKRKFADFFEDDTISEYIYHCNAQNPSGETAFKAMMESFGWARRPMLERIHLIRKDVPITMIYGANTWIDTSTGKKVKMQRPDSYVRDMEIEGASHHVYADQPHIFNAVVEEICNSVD
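Test system: mABHD4 protein | Buffer or medium: HEPES pH 7.0 buffer, 150 mM NaCl, 0.01% Pluronic F-127 | Probe or stimulus: FP-Rh fluorescent activity-based probe, added after compound pre-incubation | Timing: Pre-incubation 45 min, probe exposure 60 min, at 25 °C | Technique: Fluorescence polarization, excitation 525 nm, emission 598 nm, BODIPY TMR filters | Repeats: Single well per compound (singlicate)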
NR1D1 modulator: modulators of human Rev-erb alpha DNA binding; activity, % at 10 µM; P20393; 370,000 tested, 0.79% active; Rev-erbα–FITC-DNA binding, fluorescence polarization, 90 min;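 active = activity above about 14%, limit read from the data; passing the limit was not always enough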;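 note: 0% = DMSO wells with 35 nM protein and 100% = DMSO wells with 750 nM protein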
TCR CD3 inh: blocks the human TCR-CD3 interaction; TAMRA-labeled TCR probe fluorescence, biochemical; inhibition, % at 9.4 µM; 360,000 tested, 0.37% active; AID 651800; in the data active = inhibition above about 19%;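 note: recombinant mutant TCR 2C K166C tagged with TAMRA read by polarization; 0% = receptor in buffer alone and 100% = receptor with positive control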
HTRA1 inh: HTRA1 (human) protease inhibition; Q92743; recombinant HTRA1, FP-rhodamine activity-based probe, fluorescence polarization; 340,000 tested, 0.5% active; inhibition, % at 5.96 µM; in the data active = inhibition above about 36%;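 note: 0% = enzyme with DMSO and 100% = wells lacking enzyme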
MBD2 inh: inhibitors of human MBD2 binding to methylated oligonucleotide; Q9UBB5; TR-FRET; inhibition, % at 4.4 µM; 370,000 tested, 0.31% active; AID 686964; in the data active = inhibition above about 13%
* = called active by the depositor; . = no result given; & = joins results of further samples. Some of the compounds tested; count on the stated rates, not on these rows.

SMILES	UHRF1 MBD2 ctr	rCAG binder	LEDGF integ inh	PRMT1 inh	PG9 binder	ABHD4 inh	NR1D1 modulator	TCR CD3 inh	HTRA1 inh	MBD2 inh
CC(=O)c1cccc(NC(=O)c2cccc(S(=O)(=O)N3CCOCC3)c2)c1	2	2	-2	-1	-0.8	1	0	4	4	0
CC1(C)C2CCC(C2)C1(C)NC(=O)CN1CCCC1 (configuration not stated)	6	-2	-4	5	-1.1	11	-2	-6	3	1
COc1ccc(C2C3=C(CCCC3=O)Nc3nc(-c4cc(OC)c(OC)c(OC)c4)nn32)cc1OC (configuration not stated)	2	1	0	3	2.4	4	-3	2	-1	4
CCOc1cc(N2CCOCC2)c(OCC)cc1NC(=O)CSc1ncn[nH]1	5	-2	-2	3	-0.2	-2	-5	-5	-9	1
CCOC(=O)N1CCN(S(=O)(=O)c2c(C)nn(C)c2C)CC1	2	-2	1	3	0.5	7	2	-6	3	8
CC(C)c1cc(=O)n2[nH]c(SCc3ccccc3)nc2n1	-1	1	2	-10	-2.8	-19	4	-3	2	7
Cc1nc(N/N=C\c2ccc3c(c2)OCO3)sc1C	-3	6	2	6	-3.2	10	0	6	5	-1
CC1CCCN(S(=O)(=O)c2ccc(S(=O)(=O)N3CCCC3)cc2)C1 (configuration not stated)	1	-3	4	-11	-1.9	-1	-2	3	3	6
CCOC(=O)c1nc2cc3n(c(C)c-2c1C)C(C)C(CC)=C3C (configuration not stated)	-2	6	-2	3	1.7	6	-7	4	-5	-6
COc1cc(C(=O)Nc2sc3c(c2C(=O)O)CCC(C)C3)cc(OC)c1OC (configuration not stated)	3	11	-3	4	1.4	1	5	-3	3	4
Cc1ccc(C2CC(=O)NC(SCCC(C)C)=C2C#N)cc1 (configuration not stated)	-1	0	1	1	-1.7	13	-5	5	-12	-7
CCCCNC(=O)C1(C)CCN1Cc1cc(C)ccc1C (configuration not stated)	1	-3	3	-2	0.8	-5	-2	6	.	6
Cc1cc(C)c(NC(=O)CSc2nnc(-c3ccccn3)n2N)c(Cl)c1	0	2	-7	12	-2.4	-4	6	-4	5	1
CC(=O)Nc1ccc(S(=O)(=O)NCC(=O)OCC(=O)N2CC(C)OC(C)C2)cc1 (configuration not stated)	1	0	-3	1	-1.9	0	-8	-2	2	-2
Cc1cc(C(=O)CS(=O)(=O)c2ccc(Cl)cc2)cc(C)c1O	-1	8	2	9	-0.7	-7	1	1	2	6
COC(=O)CNC(=O)Cc1c(F)cccc1Cl	-2	1	-1	-1	-1.3	9	-1	-1	2	0
COCCNC(=O)/C(C#N)=C/c1cc(C)n(-c2ccc(C)cc2)c1C	-1	-7	2	2	0.6	-5	-4	5	2	0
COc1ccccc1/C=C1\SC(=S)N(CCC(=O)Nc2ccc(C(=O)O)c(O)c2)C1=O	-1	91*	4	1	-0.1	-89	-5	5	-86	2
CN(CCc1ccccn1)C1CCCN(S(=O)(=O)c2ccc(F)c(Cl)c2)C1 (configuration not stated)	-2	-5	2	-1	-2.4	-8	7	7	-3	3
CC1=CN2C(=NC(=O)CC2(C)C(=O)N(CC(=O)NC2CCCC2)Cc2ccc(Cl)cc2)C=C1 (configuration not stated)	-1	-2	-1	3	1.3	2	-2	-2	1	5
Cc1cccc(C(=O)N/N=C/c2ccc(OCC(=O)N3CCCCC3)cc2)c1	2	-6	-7	2	-1.8	-1	-5	-2	-12	0
CCOc1ccc(NC(=O)Nc2cc(C(C)C)c(O)cc2C)cc1	9	5	0	-1	0.1	-1	-2	12	6	2
C[C@@H]1CN([C@H](C)CO)S(=O)(=O)c2ccc(Br)cc2O[C@@H]1CN(C)Cc1ccc(-c2ccccc2)cc1	21*	7	-5	7	-0.4	-9	5	-4	-49	13
Cc1ccc(S(=O)(=O)NCc2ccc(C(=O)NCCCN3CCN(C)CC3)cc2)cc1	1	-8	-1	-3	2.0	7	7	13	-5	-2
COc1ccc(C(=O)NC2CCCCC2)cc1S(=O)(=O)N1CCOCC1	0	0	2	-3	-3.0	-5	-1	3	0	1
CCn1cnc2c1c(=O)n(CC(=O)OC(C)C(N)=O)c(=O)n2Cc1ccccc1 (configuration not stated)	1	-1	10	-3	-1.0	-5	-1	-3	6	-3
COc1ccc(Cl)cc1NC(=O)CN(C)CC(=O)Nc1ccccc1-c1ccccc1	5	-2	-3	7	-0.6	-8	2	-8	-7	2
Cc1cc(NS(=O)(=O)Cc2ccccc2)cc(C)c1OCC(=O)N1CCOCC1	5	4	2	1	0.6	2	3	-6	-5	6
CCCCC(Nc1ncnc2ccccc12)C(=O)O (configuration not stated)	-1	0	0	2	2.7	12	-3	1	5	-3
Cc1ccc(NNC(=O)c2c(C)noc2C)cc1Cl	0	0	-1	1	-3.8	-4	-2	-4	11	-3
CC(=O)Nc1c(-c2ccc(C(F)(F)F)cc2)nc2ncccn12	-2	1	8	-3	.	17	-9	.	.	-5
COc1cccc(C(c2sc3nc(C)nn3c2O)N2CCN(C(=O)c3ccco3)CC2)c1 (configuration not stated)	4	4	4	-3	-0.2	-2	4	-11	-1	-2
O=C(c1ccc(Cl)cc1)N1CCN(CCc2ccccn2)CC1	4	-8	6	0	-0.2	-2	3	-1	-3	4
O=C(O)c1cc2c(cc1NC(=O)c1ccccc1OC(F)F)OCCCO2	-2	5	5	-1	1.1	10	-5	-7	-3	-1
CC(=O)Nc1ccc(S(=O)(=O)NCC(=O)Nc2ccc3c(c2)OCO3)cc1	-2	5	-4	0	-1.9	9	-1	6	5	-3
O=C(Nc1ccc(Cl)cc1)Nc1nnc(CSCc2ccccc2Cl)s1	-2	5	6	-2	-1.8	1	-3	4	1	-7
O=C(CSc1cccc[n+]1[O-])NC1CCCCCCC1	0	0	-3	-1	0.5	5	-8	6	4	-2
Cc1ccc(CSc2nc3ccccc3c(=O)n2C)cc1	2	1	-4	2	1.1	0	9	-3	0	2
CCCCCCOc1ccc(C(=O)O)cc1	12	-1	-5	2	1.1	-2	2	6	2	2
O=C(COC(=O)c1c(Cl)ccc(Cl)c1Cl)NC1CCS(=O)(=O)C1 (configuration not stated)	1	0	2	0	-2.1	3	3	1	7	2

Entries of single compounds as entered above.
`CC1CCCN(S(=O)(=O)c2ccc(S(=O)(=O)N3CCCC3)cc2)C1` (configuration not stated) is listed with UHRF1 MBD2 ctr: 1; rCAG binder: -3; LEDGF integ inh: 4; PRMT1 inh: -11; PG9 binder: -1.9; ABHD4 inh: -1; NR1D1 modulator: -2; TCR CD3 inh: 3; HTRA1 inh: 3; MBD2 inh: 6
`CCOc1cc(N2CCOCC2)c(OCC)cc1NC(=O)CSc1ncn[nH]1` is listed with UHRF1 MBD2 ctr: 5; rCAG binder: -2; LEDGF integ inh: -2; PRMT1 inh: 3; PG9 binder: -0.2; ABHD4 inh: -2; NR1D1 modulator: -5; TCR CD3 inh: -5; HTRA1 inh: -9; MBD2 inh: 1
`CC(C)c1cc(=O)n2[nH]c(SCc3ccccc3)nc2n1` is listed with UHRF1 MBD2 ctr: -1; rCAG binder: 1; LEDGF integ inh: 2; PRMT1 inh: -10; PG9 binder: -2.8; ABHD4 inh: -19; NR1D1 modulator: 4; TCR CD3 inh: -3; HTRA1 inh: 2; MBD2 inh: 7

Later entries
SMILES	UHRF1 MBD2 ctr	rCAG binder	LEDGF integ inh	PRMT1 inh	PG9 binder	ABHD4 inh	NR1D1 modulator	TCR CD3 inh	HTRA1 inh	MBD2 inh
CCC(=O)Nc1ccc(Oc2ccc3c(c2)C(=O)NC3=O)cc1	0	-2	0	3	-1.3	10	-2	1	0	-2
COC(=O)c1ccc(OC(=O)c2cnccn2)cc1	1	-1	-4	6	1.9	-2	2	-3	-4	2
N#Cc1ccc(CN2CCN(C(=O)CNC(=O)Cc3ccccc3)CC2)cc1	-2	-2	4	-3	-0.7	-1	-6	3	-4	1
CC(C)(C)c1ccc(C(=O)N2CCN(c3ccc(N4CCOCC4)nn3)CC2)cc1	-1	-11	-2	-4	-1.3	-2	1	-5	-8	-2
CC(C(=O)NC(=O)NC1CCCCC1)N(C)CC(=O)Nc1ccc(F)c(F)c1F (configuration not stated)	0	-9	-1	2	0.2	9	1	2	-3	-1
CC(C)CCC(C)NC(=O)c1ccc2nccnc2c1 (configuration not stated)	-3	-4	3	-7	0.6	-1	-4	1	-2	1
O=[N+]([O-])c1ccc(NCCNCCOc2nonc2-c2ccccc2)c([N+](=O)[O-])c1	-5	8	2	2	1.5	7	1	-4	-18	1
CCOC(=O)c1[nH]c2ccc(F)cc2c1NC(=O)C1=COCCO1	-5	-2	-3	-2	-1.3	-1	3	-4	-6	-3
O=C(Nc1ccc(Br)cc1)C(c1ccccc1)c1ccccc1	-1	5	-1	-1	-2.0	-2	-3	6	-1	4
O=C(Nc1ccc2c(c1)Cc1ccccc1-2)c1ccc(Br)o1	7	6	5	3	-0.9	-19	8	-7	-21	1
CC1CCCC(NC(=O)c2cc(S(=O)(=O)N3CCCCC3)ccc2Cl)C1C (configuration not stated)	-1	-4	-4	1	0.5	3	2	-4	-9	1
O=C(Nc1cccc(Cl)c1)O/N=C\c1ccncc1	-1	2	2	-3	0.5	5	11	-3	0	1
COCCNC(=O)Cn1cc2c(n1)CCCCC2	3	0	-2	4	-1.7	3	0	-3	0	5
CC(C)OC(=O)C1CC=CCC1C(=O)Nc1ccc(Cl)cc1 (configuration not stated)	-1	-4	0	-1	-0.7	2	-4	7	-4	0
COc1ccccc1N1CCN(C(=O)c2onc(C)c2Cl)CC1	0	1	-1	-4	-1.9	6	9	-1	2	-4
Cc1ccc(S(=O)(=O)NC2(C(F)(F)F)NC(=O)N(c3ccc(F)cc3)C2=O)cc1 (configuration not stated)	-2	2	-1	2	-1.0	9	-5	0	-3	3
CCOc1ccc(N=C2SCCCN2C(=O)c2c(CC)noc2C)cc1	1	-10	-4	1	-0.7	5	1	-2	-2	0
COc1ccccc1-c1nnc(SCC(=O)c2c(N)n(C3CC3)c(=O)[nH]c2=O)n1C	-1	2	-6	3	-0.6	4	1	-3	0	1
COc1ccc(CN2CCNC(=O)C2CC(=O)NC2Cc3ccccc3C2)c(OC)c1 (configuration not stated)	0	0	-2	2	-3.2	-1	-2	1	1	-1
CCc1ccc(CN2CCCC(C(=O)Nc3ccccc3-c3ccc(OC)cc3)C2)o1 (configuration not stated)	1	-7	0	4	-0.9	6	10	2	-24	3
Cc1ccc2nc(SCC(=O)NCc3cccs3)c(C#N)cc2c1	-3	1	4	1	15*	-2	47*	7	-1	-1
Cc1c(C(=O)c2ccccc2)c(=O)n(C)c(=O)n1C	-2	1	1	-2	-0.4	-1	3	2	3	2
CC(C)OCCCNC(=O)c1ccccc1NC(=O)C1=CSCCO1	1	-3	1	0	-2.0	2	2	11	4	-6
CCCCCCNc1cc(C)oc(=O)c1C(C)=O	0	-5	3	-2	-0.7	-1	-8	-6	3	2
CC(C)CNc1ccc2c(c1)OC[C@H](CC(C)C)NS2(=O)=O	1&-3	-1&4	3&6	-6&-4	-0.2	-2&0	4&4	2	.	0&-6
CN(CCOc1ccccc1)Cc1nc2cc(Cl)ccc2c(=O)[nH]1	2	-2	-6	2	-0.4	-6	0	-2	-2	2
CCN(CC(=O)NC(=O)NCc1ccco1)Cc1nc2ccccc2c(=O)[nH]1	2	5	0	7	0.9	3	4	-6	-2	4
Cc1ccc(S(=O)(=O)c2nc(S(C)(=O)=O)sc2NCc2ccc3c(c2)OCO3)cc1	0	5	-1	-1	-1.3	4	2	6	-10	5
